# High-throughput results as filed in PubChem BioAssay.
# CF NFkB block: cystic fibrosis NF-kB activation inhibition; 360,000 tested, 0.86% active; KKLEB NF-kB-GFP reporter, PAF-induced, GFP fluorescence overnight; inhibition, % at 5 µM;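 active means at least 50% inhibition at 5 µM, scaled per plate between neutral and stimulator controls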;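 further: PAF is a Pseudomonas aeruginosa culture filtrate used as stimulus; plate controls were PAF-stimulated DMSO wells for no effect and unstimulated DMSO wells for full effect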
# TROY NFkB inh: inhibitors of TROY-dependent NF-kB signaling. Q293 LMP1-TROYcd NF-kB luciferase reporter, 4 h. 360,000 tested, 0.98% active. inhibition, % at 10 µM;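 active means compounds whose plate-normalised and pattern-corrected inhibition of the luciferase reporter signal at the single screening dose is 50% or more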
# TRPM1 prom inh: MITF TRPM1 promoter inhibition in SK-MEL-5 cells | SK-MEL-5 TRPM1 promoter luciferase, 24 h | inhibition, % at 12.5 µM | 330,000 tested, 0.83% active;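 active means mean inhibition across replicates of 60% or more, whatever share of single replicates reaches that level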; further: values of inactives mirror those of a sister screen read the other way
# NR2E3 ag-1: NR2E3 (human) agonism | Q9Y5X4 | GST-NR2E3/biotin-RetCOR TR-FRET, 1536-well | inhibition of corepressor binding, % at 4.78 µM | 320,000 tested, 0.12% active | AID 2300;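 active means percent inhibition above the cutoff of mean plus 3 SD of all tested compounds, set per screening campaign, cut at about 20% in these data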;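 further: 0% = DMSO wells and 100% = biotin wells as full block of FRET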
# Target sequence (Q9Y5X4 whole entry, looked up): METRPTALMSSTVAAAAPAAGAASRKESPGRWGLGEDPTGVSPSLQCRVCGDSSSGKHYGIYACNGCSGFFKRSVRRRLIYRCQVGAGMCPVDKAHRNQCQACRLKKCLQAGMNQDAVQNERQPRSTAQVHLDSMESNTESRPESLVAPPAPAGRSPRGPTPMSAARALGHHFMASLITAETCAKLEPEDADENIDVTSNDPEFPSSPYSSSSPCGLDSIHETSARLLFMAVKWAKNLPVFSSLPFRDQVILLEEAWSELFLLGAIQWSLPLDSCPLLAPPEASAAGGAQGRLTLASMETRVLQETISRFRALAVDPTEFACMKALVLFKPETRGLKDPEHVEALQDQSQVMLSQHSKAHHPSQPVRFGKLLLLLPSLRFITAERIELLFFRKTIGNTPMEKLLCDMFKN
#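 Material: NR2E3–RetCOR corepressor complex / Incubation: Compound–protein incubation for 5 h at 4 °C / Dosing: compound at 4.8 µM, single dose / Detection: time-resolved FRET / Benchmarks: high control biotin, low control 0.6% DMSO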
# KKLEB cytotox: reduces viability of KKLEB cystic fibrosis airway cells; KKLEB CF airway cells viability, ATPlite luminescence, overnight; active compounds read low; cells stimulated with P. aeruginosa culture filtrate; 360,000 tested, 0.36% active; activity change (cytotoxicity), % at 5 µM;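 active means corrected activity change at or below -50% at 5 µM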
# TWEAK Fn14 block: blocks TWEAK-Fn14 interaction in a reporter cell assay | AID 1159606 | inhibition, % at 10 µM | 360,000 tested, 2% active | TWEAK-stimulated Fn14 reporter cells, luciferase luminescence, 8 h; in the data active means inhibition above about 50%
# Peg3 prom inh: reduces Peg3 promoter-driven luciferase expression in HeLa | AID 588405 | 360,000 tested, 1.7% active | inhibition, % at 20 µM | HeLa PEG-Prom luciferase reporter, luminescence, overnight;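 active means inhibition of at least 50% at 20 µM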
# C8 TRAIL sens: caspase-8 TRAIL sensitization; NB7+C8 cells + TRAIL, ATPlite viability luminescence; inhibition (viability loss, TRAIL sensitization), % at 10 µM; 360,000 tested, 1% active; AID 624354;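 active means compounds causing at least 50% loss of cell viability in the single-dose screen, relative to plate controls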
# HIF-2a block: HIF-2a inhibition | AID 624352 | 360,000 tested, 0.72% active | inhibition, % at 18.8 µM | 786-0 RCC cells HIF-2a reporter, luciferase luminescence, overnight;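 active means inhibition of the luminescence signal of 40% or more relative to plate controls, in a single-dose primary screen at 18.75 µM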
# NR2E3 ag-2: activates human NR2E3 receptor; Q9Y5X4; CHO-S Gal4-NCOR/VP16-NR2E3 two-hybrid, luciferase; inhibition of corepressor binding, % at 3.98 µM; 360,000 tested, 0.35% active; AID 602229;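 active means inhibition above the mean of all tested compounds plus 3 SD, cut at about 70% in these data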;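 further: 0% = DMSO with NR2E3 transfected cells and 100% = cells lacking NR2E3 construct; higher means lower luciferase signal from less NR2E3 corepressor binding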
# Shn3 inh set2: inhibitors of Schnurri-3 3'UTR reporter in osteoblasts; AID 588674; 360,000 tested, 0.52% active; Clone20 osteoblast Shn3 3'UTR firefly luciferase, 24 h; inhibition, % at 12.5 µM;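 active means mean inhibition of at least 75% with every replicate also reaching 75%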;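 further: 0% = median of neutral control wells and 100% = pilot-screen positive control compound; some compounds past the cut are filed as inactive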
# Starred values were filed as active, the others as inactive; . = not tested or not shown. A portion of the library; the hit share may differ from the screen's.
SMILES,CF NFkB block,TROY NFkB inh,TRPM1 prom inh,NR2E3 ag-1,KKLEB cytotox,TWEAK Fn14 block,Peg3 prom inh,C8 TRAIL sens,HIF-2a block,NR2E3 ag-2,Shn3 inh set2
O=C(O)c1cc(S(=O)(=O)NC23CC4CC(CC(C4)C2)C3)ccc1Cl,-3,-18,8,5,-1,1,5,-5,11,-9,1
c1cncc(COC2CCCN(Cc3nc(-c4cccs4)no3)C2)c1 (stereo not drawn),2,11,-10,1,-3,-21,10,-7,9,16,-7
COC(=O)c1sc(NC(=O)COc2cccc(C)c2)nc1C,-6,-48,-33,-1,-1,-12,-75,-5,-93,-4,-15
CCOc1ccc(OCC)c(NC(=O)CN2CCN(CC(=O)NC(C)C)CC2)c1,-2,4,-5,2,6,-6,27,4,20,-21,-4
COc1ccc(-c2nc(CN3CCC(C(=O)NCC4CCCO4)CC3)c(C)o2)cc1OC (stereo not drawn),-8,1,-15,0,3,11,7,-10,10,-16,-3
O=C(O)c1cc(=O)[nH]c2ccccc12,-21,5,7,.,1,5,3,2,13,16,-3
O=C(O)CCCC(=O)Nc1ccc(C(=O)NCc2cccnc2)cc1,12,5,-8,2,-5,-6,8,5,2,2,-16
COc1cc(/C=N/NC(=O)c2cccc([N+](=O)[O-])c2)ccc1OCc1ccccc1,8,-22,-108,2,-20,-15,-55,9,11,-25,-32
O=C(COC(=O)CCc1ccc(S(=O)(=O)N2CCOCC2)cc1)NC(=O)NC1CCCCC1,-10,2,-15,-4,0,3,12,-1,5,-9,7
COc1ccc(CN2CCNC(=O)C2CC(=O)NC2Cc3ccccc3C2)c(OC)c1 (stereo not drawn),0,-2,-11,-2,5,4,4,-3,15,3,-25
C#CCOCCOCCOCCNc1nc(N2CCN(C(=O)CCCCCCCCCCNC(=O)[C@H]([C@@H](C)CC)n3cc(CCCCCN)nn3)CC2)nc(N2CCN(C(=O)CCCCCCCCCCNC(=O)[C@@H]([C@H](C)O)n3cc(C)nn3)CC2)n1,27,67*,99*,0,-29,50,98*,92*,0,8,15
CC1(C(=O)NS(=O)(=O)c2ccccc2Cl)CCN1C(=O)c1cccc(F)c1 (stereo not drawn),6,4,.,.,12,28,-7,0,2,18,-8
CCN(CC(=O)Nc1ccccc1C(F)(F)F)C(=O)c1ccc(N2CCCC2=O)cc1,7,-4,-4,1,-1,-9,23,1,13,3,3
COc1cc(C)ccc1OC(C)C(=O)Nc1ccc(N2CCCCC2)cc1 (stereo not drawn),-9,-3,-3,.,6,-13,7,7,-3,12,-4
COc1ccc2nc(Nc3nc4cc5c(cc4s3)OCO5)sc2c1,-5,-15,-12,2,-10,-28,-167,-3,-122,-48,-4
C/C(=C/CCC(C)(O)C1CC[C@@]2(C)[C@@H]3CC=C4[C@@H](CC[C@H](O[C@H]5O[C@@H](CO)[C@H](O)[C@@H](O)[C@@H]5O)C4(C)C)[C@]3(C)C(=O)C[C@]12C)CO[C@@H]1O[C@H](CO)[C@@H](O)[C@H](O)[C@H]1O (stereo partly drawn),9,-6,1,.,-16,-11,8,7,1,-1,-16
CCOC(=O)C1CCCN(C(=O)Cn2nc(C)n3nc(-c4ccccc4)cc3c2=O)C1 (stereo not drawn),10,-3,-1,2,-6,-4,-7,7,5,-2,20
CC1(C)Cc2ccccc2-c2nc(-c3ccccc3)oc(=O)c21,-8,-15,-11,3,-13,-6,7,5,5,-30,-3
C=CCn1c(=N)n(CC(O)c2ccco2)c2ccccc21 (stereo not drawn),-7,2,21,3,3,7,6,1,9,3,-4
O=C(Nc1cc(C(F)(F)F)ccc1F)C1CCCC1,11,18,1,2,-10,7,1,-1,4,-6,4

# Peg3 prom inh: what is marked active above.
SMILES | CF NFkB block | TRPM1 prom inh | NR2E3 ag-1 | TWEAK Fn14 block | Peg3 prom inh | HIF-2a block | NR2E3 ag-2 | Shn3 inh set2
C#CCOCCOCCOCCNc1nc(N2CCN(C(=O)CCCCCCCCCCNC(=O)[C@H]([C@@H](C)CC)n3cc(CCCCCN)nn3)CC2)nc(N2CCN(C(=O)CCCCCCCCCCNC(=O)[C@@H]([C@H](C)O)n3cc(C)nn3)CC2)n1 | 27 | 99* | 0 | 50 | 98* | 0 | 8 | 15

# 2 entries drawn at random from the list so far:
SMILES,CF NFkB block,TROY NFkB inh,TRPM1 prom inh,NR2E3 ag-1,KKLEB cytotox,TWEAK Fn14 block,Peg3 prom inh,C8 TRAIL sens,HIF-2a block,NR2E3 ag-2,Shn3 inh set2
O=C(COC(=O)CCc1ccc(S(=O)(=O)N2CCOCC2)cc1)NC(=O)NC1CCCCC1,-10,2,-15,-4,0,3,12,-1,5,-9,7
CC1(C(=O)NS(=O)(=O)c2ccccc2Cl)CCN1C(=O)c1cccc(F)c1 (stereo not drawn),6,4,.,.,12,28,-7,0,2,18,-8

# The list goes on.
SMILES,CF NFkB block,TROY NFkB inh,TRPM1 prom inh,NR2E3 ag-1,KKLEB cytotox,TWEAK Fn14 block,Peg3 prom inh,C8 TRAIL sens,HIF-2a block,NR2E3 ag-2,Shn3 inh set2
CCOc1ccc(NS(=O)(=O)c2ccc(C(=O)NCC(c3ccco3)N3CCCCC3)cc2)cc1 (stereo not drawn),19,1,.,.,-12,17,4,-5,14,2,-2
CCCn1nnnc1COc1ccc(C(N)=O)cc1,-16,-14,1,0,-13,-3,7,-11,11,-4,14
COC(=O)[C@@]1(Cc2ccc(F)cc2)[C@H]2c3cc(C(=O)N(C)C)n(C)c3C[C@H]2CN1C(=O)c1ccccc1,.,-1,.,.,.,10,.,-5,20,-9,.
CCCCOc1cccc(C(=O)N(Cc2ccccc2)C2CCS(=O)(=O)C2)c1 (stereo not drawn),-13,4,7,4,-2,3,17,-4,11,-7,5
COC(=O)N/N=C/c1ccc(OC(=O)c2ccco2)c(OC)c1,6,-2,-32,-3,1,-8,1,16,16,2,-16
O=C(Nc1ccc(Cl)cc1)c1cccc(OC(=S)N2CCOCC2)c1,3,22,17,.,0,20,1,12,-8,-34,45
COc1ccc(CCC(=O)NC2CCCCC2)cc1,7,1,-8,-4,-5,-6,14,8,16,-18,-12
COc1ccc(Oc2nc(Oc3ccc(OC)cc3)nc(Oc3ccc(OC)cc3)n2)cc1,-14,-5,-9,0,12,3,16,-4,15,6,-19
COc1ccc(OC)c(NC(=O)c2nnn(Cc3ccc(Br)cc3F)c2N)c1,23,-5,-8,1,-7,-43,-10,-2,-21,2,15
Cc1nc2ccccc2c(=O)n1NC(=O)C1CC1,12,9,-17,3,10,-28,17,-8,16,-7,-9
COc1ccc(-n2nc(C(=O)NCc3ccco3)c3c4ccccc4n(C)c3c2=O)cc1Cl,20,-23,24,3,-23,-14,19,26,11,-9,16
CC(C)[C@@H](C(=O)NCC1CCC(C(=O)O)CC1)n1nnc2ccccc2c1=O (stereo partly drawn),7,-1,2,-2,-3,4,-21,0,3,-6,-16
C#CCOCCOCCOCCNc1nc(N2CCN(C(=O)[C@H](CC(N)=O)n3cc([C@@H](N)C(C)C)nn3)CC2)nc(N2CCN(C(=O)[C@H](CC(N)=O)n3cc([C@@H](N)C(C)C)nn3)CC2)n1,-2,-2,-9,.,10,-2,-6,-7,8,-9,20
COC(=O)[C@]1(Cc2ccccc2)N[C@H](CN(C)C(=O)c2ccc(F)cc2)[C@@H]2C(=O)N(C)C(=O)[C@@H]21,12,-4,-6,.,1,5,0,3,17,29,-5
CCc1cccc(CC)c1NC(=S)NCCc1c(C)[nH]c2ccccc12,-6,-3,-4,2,2,-3,42,6,-1,-26,20
COc1cc(C(=O)Nc2ccccc2N2CCCCC2)cc(OC)c1OC,-41,11,15,-1,13,-17,8,7,2,-12,43
Cc1cc(-c2csc(NC(=O)c3cccc(S(=O)(=O)N(C)C)c3)n2)c(C)n1-c1ccccc1,-2,21,20,-4,5,-7,-15,-4,-14,-29,5
C/C=C/c1ccc(OCCn2cncn2)c(OC)c1,-7,-6,-11,1,0,4,-15,0,11,-24,7
CCOc1ccccc1C(=O)Nc1cccc(-c2nnc(-c3ccccc3)o2)c1,21,4,-6,3,-24,38,12,13,-8,-8,19
Cc1c(NC(=O)c2cccnc2Cl)c(=O)n(-c2ccccc2)n1C,-13,-6,-10,1,2,3,5,-7,7,-23,25

# Some of these compounds in order of their number in TWEAK Fn14 block, descending.
SMILES	CF NFkB block	TRPM1 prom inh	NR2E3 ag-1	TWEAK Fn14 block	Peg3 prom inh	HIF-2a block	NR2E3 ag-2	Shn3 inh set2
COc1ccc(Oc2nc(Oc3ccc(OC)cc3)nc(Oc3ccc(OC)cc3)n2)cc1	-14	-9	0	3	16	15	6	-19
COc1ccc(-n2nc(C(=O)NCc3ccco3)c3c4ccccc4n(C)c3c2=O)cc1Cl	20	24	3	-14	19	11	-9	16
COc1ccc(OC)c(NC(=O)c2nnn(Cc3ccc(Br)cc3F)c2N)c1	23	-8	1	-43	-10	-21	2	15

# A second format for part of the listing above.
structure	CF NFkB block	TROY NFkB inh	TRPM1 prom inh	NR2E3 ag-1	KKLEB cytotox	TWEAK Fn14 block	Peg3 prom inh	C8 TRAIL sens	HIF-2a block	NR2E3 ag-2	Shn3 inh set2
COc1ccc(-n2nc(C(=O)NCc3ccco3)c3c4ccccc4n(C)c3c2=O)cc1Cl	20	-23	24	3	-23	-14	19	26	11	-9	16
CC(C)[C@@H](C(=O)NCC1CCC(C(=O)O)CC1)n1nnc2ccccc2c1=O (stereo partly drawn)	7	-1	2	-2	-3	4	-21	0	3	-6	-16
C#CCOCCOCCOCCNc1nc(N2CCN(C(=O)[C@H](CC(N)=O)n3cc([C@@H](N)C(C)C)nn3)CC2)nc(N2CCN(C(=O)[C@H](CC(N)=O)n3cc([C@@H](N)C(C)C)nn3)CC2)n1	-2	-2	-9	.	10	-2	-6	-7	8	-9	20

# Additional structures follow.
SMILES,CF NFkB block,TROY NFkB inh,TRPM1 prom inh,NR2E3 ag-1,KKLEB cytotox,TWEAK Fn14 block,Peg3 prom inh,C8 TRAIL sens,HIF-2a block,NR2E3 ag-2,Shn3 inh set2
COc1ccccc1Nc1cc(C(=O)NCc2cccnc2)c2ccccc2n1,2,1,3,-2,2,-2,-13,31,-60,8,-33
CCN(CC)CCNC(=O)c1cn(CCOC)c(=O)c2c1c1ccccc1n2C,1,-4,-1,1,6,3,-2,-16,11,-22,-6
Cc1ccc(NC(=O)c2ccc(NS(=O)(=O)c3cccc4cccnc34)cc2)cc1,-16,-2,5,3,-8,11,26,18,16,11,9
CCOC(=O)c1[nH]c2ccccc2c1NC(=O)CN1CCCCC1,8,3,8,0,-3,8,22,-10,6,7,-4
Cc1cc(C)nc(SCC(=O)Nc2ccc3c(c2)OCO3)n1,16,-4,6,-4,-3,3,4,-7,9,-12,9
O=C(Cn1nnc2c(cnn2-c2ccc(F)cc2)c1=O)OC1CCCCC1,8,11,-19,-6,-5,-5,-74,10,-52,1,-16
COc1cccc(C=Nc2ccccc2C(=O)Nc2nccs2)c1OC,7,-7,-33,2,-5,-3,-57,12,-86,-33,-32
Brc1ccccc1C1N=C(c2ccccc2)NO1 (stereo not drawn),-7,-59,-77,-1,-6,-24,-282,16,-204,-148,-117
Cc1ccc(-n2nc3cc(C)c(NC(=S)NC(=O)/C=C/c4ccco4)cc3n2)cc1,8,69*,23,3,-10,39,-257,43,-134,-31,-3
